# Bioassay records from PubChem BioAssay.
# p53null 32C tox: p53 null cell cytotoxicity, permissive temperature. H1299-neo p53 null cells, ATP luminescence, 24 h, 32C. 0.62% of 55,000 active. Potency, µM (doses to about 46.1 µM), for inactives: at the top dose activity change, negative = cytotoxicity, actives largely listed as cytotoxic;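 also: potency is read from the fitted curve at half-maximal effect; 0% = DMSO only and -100% = full killing by 100 µM tamoxifen; nearly all actives have a fitted effect of over 55% in size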
#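 Cells lacking p53 (H1299-neo) are plated at 600 per well and allowed to settle overnight at 37C. Test compounds (up to 46 uM) are added and held 24 hours at 32C, then ATP is quantified by luminescence.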
# GALK inh: inhibits human galactokinase; recombinant GALK, Kinase-Glo ATP luminescence, 1 h; AID 1347072; 44,000 tested, under 10 active; Potency, µM (titrated, usually from 57.5 µM), for the others: at the top dose activity, negative = inhibition, hits mostly inhibitors; P51570;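 also: plate controls were full GALK reaction for no effect and reaction lacking GALK for full effect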
# Target sequence (P51570 whole entry, looked up): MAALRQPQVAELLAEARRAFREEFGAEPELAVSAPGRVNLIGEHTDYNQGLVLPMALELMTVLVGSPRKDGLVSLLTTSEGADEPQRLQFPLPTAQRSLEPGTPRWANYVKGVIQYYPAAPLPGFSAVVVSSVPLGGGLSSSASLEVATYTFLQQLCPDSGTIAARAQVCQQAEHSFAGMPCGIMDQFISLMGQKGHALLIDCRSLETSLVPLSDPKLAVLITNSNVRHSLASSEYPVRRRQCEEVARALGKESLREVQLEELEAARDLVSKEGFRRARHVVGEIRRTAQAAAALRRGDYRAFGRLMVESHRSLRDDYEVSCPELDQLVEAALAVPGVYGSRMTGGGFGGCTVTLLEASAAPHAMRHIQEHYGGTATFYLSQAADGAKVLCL
#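 Luminescent ATP-depletion readout (Kinase-Glo Plus, 10 min) after 1 h RT reaction of 5 nM GALK, 35 uM ATP, 100 uM galactose, pH 8.0 HEPES buffer. Decreased kinase activity scored as inhibition.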
# p53null 39C kill: selectivity test: cytotoxicity in p53 null cells, nonpermissive temperature; H1299 p53-null (neo) cells, 39C, ATPlite viability, 24 h; Potency, µM (doses to about 46.1 µM), for inactives: at the top dose activity, negative = cell killing, hits mostly cytotoxic; 0.97% of 55,000 active; AID 904;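 also: potency is read from the fitted curve at half-maximal effect; 0% = DMSO only and -100% = full killing by 100 µM tamoxifen; nearly all actives have a fitted effect of over 50% in size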
#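 Following overnight plating at 37C (600 cells/well), H1299-neo or H1299-p53A138V cells are dosed up to 46 uM. Incubation lasts 24 hr at 39C before ATP detection.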
# NTMT1 inh: inhibitors of human N-terminal methyltransferase NTMT1 | 2.5% of 59,000 active | AID 1645870 | NTMT1 MTase-Glo SAH luminescence, purified enzyme | Q9BV86 | Potency, µM (highest dose often 114 µM), for the others: at the top dose activity change, negative = inhibition, most hits filed as inhibitors;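 also: potency is read from the fitted curve at half-maximal effect; plate controls were DMSO vehicle for no effect and no enzyme for full effect; nearly all actives have a fitted effect of over 65% in size; many of its hits are not listed in these tables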
# Target sequence (Q9BV86 whole entry, looked up): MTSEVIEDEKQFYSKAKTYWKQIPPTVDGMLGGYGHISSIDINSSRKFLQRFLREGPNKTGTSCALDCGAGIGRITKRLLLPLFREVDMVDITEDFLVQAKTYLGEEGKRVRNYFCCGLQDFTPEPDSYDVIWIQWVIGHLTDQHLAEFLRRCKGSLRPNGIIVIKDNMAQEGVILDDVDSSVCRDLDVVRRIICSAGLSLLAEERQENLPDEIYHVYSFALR
# PTAP-TSG101 blk: inhibitors of HIV-1 PTAP binding to human TSG101, validation | 44,000 tested, under 10 active | Potency, µM (highest dose often 115 µM), for inactives: at the top dose activity change, negative = inhibition, usual class: inhibitors | Q99816 | Fluorescence polarization, FITC-PTAP peptide/Tsg101, 20 min | AID 1347069; also: potency is read from the fitted curve at half-maximal effect; 0% is about no effect
# Target sequence (Q99816 whole entry, looked up): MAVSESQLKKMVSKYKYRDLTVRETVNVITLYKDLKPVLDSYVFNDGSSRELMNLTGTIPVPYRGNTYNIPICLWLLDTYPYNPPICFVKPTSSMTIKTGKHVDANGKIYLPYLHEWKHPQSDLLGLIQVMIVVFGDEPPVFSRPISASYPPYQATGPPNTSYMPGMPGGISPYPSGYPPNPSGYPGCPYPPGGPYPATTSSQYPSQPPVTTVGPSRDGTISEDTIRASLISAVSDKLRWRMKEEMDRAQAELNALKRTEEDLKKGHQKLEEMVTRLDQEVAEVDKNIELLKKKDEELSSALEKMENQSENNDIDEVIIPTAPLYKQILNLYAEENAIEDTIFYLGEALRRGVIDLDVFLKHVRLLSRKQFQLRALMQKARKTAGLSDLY
#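 Steps: Tsg101 binding domain (10 uM final) in HEPES pH 7.5/NaCl/Tween 20/EDTA/TCEP; add compound; add FITC-PTAP peptide (50 nM final); incubate 20 min r.t.; read polarization.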
# FH mod: Identification of activators of human fumarate hydratase by quantitative high-throughput screening | Fumarate hydratase, mitochondrial (Homo sapiens), P07954 | FH coupled MDH/diaphorase resazurin fluorescence, 15 min | Potency, µM (doses to about 79.9 µM), without a hit: top-dose activity change, negative = inhibition, hits mostly inhibitors | 0.22% of 54,000 active | AID 1347055, 2019; also: potency is read from the fitted curve at half-maximal effect; % is scaled to controls: 0 for no effect and ±100 for the full control effect; the screen sought activators but most active calls are inhibition curves; nearly all actives have a fitted effect of over 45% in size
# B2AR arrestin ag: beta-arrestin recruitment by human beta2-adrenergic receptor ligands; P07550; HTLA Tango cells, beta-arrestin recruitment, luciferase luminescence, 18 h; Potency, µM (highest dose often 46.1 µM), for the others: at the top dose activation, usual class: activators; 44,000 tested, under 10 active;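 also: potency is read from the fitted curve at half-maximal effect; 0% = DMSO and full agonism = EC100 isoproterenol or metaproterenol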
#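 Tango cells (recombinant beta2-AR, beta-arrestin, tTA-driven luciferase), 1500/well in DMEM 1% FBS, treated 18 h at 37 °C with compounds up to 46 µM; luciferin mix added, luminescence read after 15 min; %activity curves fitted and curve-classed.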
# Starred values were filed as active, the others as inactive; u = inconclusive; x = not tested or not shown; [ ] = dose if it differs, or a comment. Calls follow the shape of the dose curve; as a rule, active = well fitted curve in the direction sought with a large enough effect; inconclusive = small, poorly fitted or top-dose-only effect, or another doubt; inactive = no such curve, though single readings can be large; an effect the other way counts as inactive or inconclusive.
# Below each SMILES – GALK inh	FH mod	p53null 32C tox	p53null 39C kill	PTAP-TSG101 blk	NTMT1 inh	B2AR arrestin ag
- Cc1ccc2nc(-c3ccc(Cl)c(NC(=O)c4ccc(Br)o4)c3)oc2c1
→ 0%	2%	0%	9%	1%	-2%	1%
- COc1ccc(C2C(=O)N(C3CCCCCC3)CC(=O)N2Cc2ccc(C)cc2)cc1 (centres undefined)
→ 2%	x	11%	2%	0%	x	-1%
- Cc1csc2nc(COc3ccc(NC(=O)c4ccccc4F)cc3)cc(=O)n12
→ 9%	2%	-1%	12%	0%	u	1%
- CCOc1ccc(OCC)c(NC(=O)C2CCN(c3cnccn3)CC2)c1
→ 2%	1%	2%	-4%	-9%	2%	-4%
- COCc1cc(C)nc2sc3c(=O)n(-c4ccccc4C(F)(F)F)nnc3c12
→ -1%	5%	8%	8%	3%	23%	4%
- COc1cccc(-c2cn3c(n2)sc2cc(C(=O)NC4CCCCC4)ccc23)c1
→ -2%	7%	0%	-5%	0%	u	1%
- COc1ccccc1N1CCN(c2ccc(-c3nc(-c4ccccc4C)no3)cc2[N+](=O)[O-])CC1
→ -11%	0%	-8%	16%	1%	16%	-2%
- Cc1ccc(NC(=O)c2cnc(SCC(=O)N3CCOCC3)n(C)c2=O)cc1C
→ 2%	4%	1%	2%	-1%	-1%	-3%
- CCN(CC)S(=O)(=O)c1ccc2oc(C(=O)Nc3ccc(Br)cc3F)c(C)c2c1
→ -3%	-8%	4%	-9%	-4%	-2%	0%
- Cc1ccc(-c2nc(C)c(CCNC(=O)C(=O)Nc3ccc4c(c3)OCO4)s2)cc1
→ 2%	-6%	-4%	24%	1%	3%	0%
- CCCCNc1nc(Oc2ccc(=O)[nH]n2)nc(N(C)C)n1
→ 2%	2%	6%	0%	-8%	18%	0%
- N#Cc1nc(-c2ccc(COc3ccccc3)o2)oc1NCc1cccnc1
→ 1%	-15%	19%	u	-5%	-6%	-3%
- COc1ccccc1CNC(=O)CCn1c(=O)c2ccccc2n(CC(=O)Nc2cccc(Cl)c2)c1=O
→ 4%	-12%	-14%	-15%	1%	9%	0%
- C=Cc1ccc(Cn2c(=O)n(-c3cccc(Cl)c3)c(=O)c3c4c(sc32)CN(C(C)=O)CC4)cc1
→ 1%	-22%	3%	-7%	0%	u	0%
- COCCCn1c(=N)c(C(=O)NC2CCCC2)cc2c(=O)n3cccc(C)c3nc21
→ 0%	2%	3%	7%	-16%	u	-2%
- Cc1ccc(NC(=O)CCc2nnc3n(CC(C)C)c(=O)c4ccccc4n23)cc1C
→ 0%	0%	-2%	3%	1%	-6%	0%
- O=C(Cn1c(=O)c2ccccc2n2nncc12)Nc1cccc(F)c1
→ -1%	-2%	-8%	-1%	2%	14%	1%
- Cc1ccc(NC(=O)Cn2c(=O)n(-c3ccccc3)c(=O)c3c4c(sc32)CCCC4)cc1
→ 6%	-32%	-5%	-14%	2%	8%	1%
- COC(=O)c1c(-c2cccs2)csc1NC(=O)c1ccc(Cl)cc1
→ 3%	-13%	-9%	-16%	0%	u	-1%
- Cc1cccc(OCCSc2nc3ccccc3n2CC(=O)N2CCCCC2)c1C
→ 2%	-9%	-5%	-19%	-3%	6%	-3%

# Quoted at random: 2 compounds from above, in no set order.
# Below each SMILES – GALK inh	FH mod	p53null 32C tox	p53null 39C kill	PTAP-TSG101 blk	NTMT1 inh	B2AR arrestin ag
- Cc1cccc(OCCSc2nc3ccccc3n2CC(=O)N2CCCCC2)c1C
→ 2%	-9%	-5%	-19%	-3%	6%	-3%
- COc1ccccc1N1CCN(c2ccc(-c3nc(-c4ccccc4C)no3)cc2[N+](=O)[O-])CC1
→ -11%	0%	-8%	16%	1%	16%	-2%

# Continued:
# Below each SMILES – GALK inh	FH mod	p53null 32C tox	p53null 39C kill	PTAP-TSG101 blk	NTMT1 inh	B2AR arrestin ag
- COc1ccc(CNS(=O)(=O)c2ccc(-c3cc(C(F)(F)F)on3)s2)cc1OC
→ 1%	-14%	-2%	-4%	1%	8%	-1%
- COc1ccc(-c2nnc(SCC(=O)Nc3ccccc3C)o2)cc1OC
→ 4%	-5%	-2%	12%	-1%	-3%	-2%
- COc1ccc(CNCc2ccc(C(=O)O)s2)cc1
→ -12%	-1%	1%	u	-1%	24%	-3%
- Cn1c(=O)c2c(-c3ccccc3Cl)n(-c3cc(Cl)ccc3O)cc2n(C)c1=O
→ -2%	-13%	16%	u	-7%	-3%	7%
- COc1cccc(-n2c(=O)c3c4c(sc3n(Cc3ccc(F)cc3Cl)c2=O)CCCC4)c1
→ 8%	-15%	6%	-8%	3%	2%	1%
- CCOc1ccc(-n2c(SCC(=O)Nc3cc(C)ccc3C)nc3c([nH]c4ccccc43)c2=O)cc1
→ 0%	4%	-6%	12%	0%	20%	0%
- O=C(CSc1nccn1Cc1ccccc1)NCc1ccco1
→ 3%	-12%	-14%	12%	1%	-7%	1%
- CCOC(=O)c1cnc2ccc(OCC)cc2c1N1CCN(c2ccccc2F)CC1
→ 2%	u	x	x	-5%	-4%	0%
- Cc1ccc(C)c(NC(=O)N2CCN(C(=O)c3nsc4ccccc34)CC2)c1
→ -1%	14%	-1%	-14%	-4%	16%	0%
- COc1cc(OC)c(NC(=O)Cn2ncn3c(cc4cc(C)ccc43)c2=O)cc1Cl
→ 5%	-12%	-2%	-13%	-3%	-5%	0%
- COC(=O)COc1ccc(C2C(C(=O)OC)=C(C)NC3=C2C(=O)c2ccccc23)cc1OC (centres undefined)
→ 0%	x	-12%	14%	-4%	x	-1%
- CCOc1ccc(N(Cc2cc3cc(C)ccc3[nH]c2=O)C(=O)c2cccc(Cl)c2)cc1
→ 7%	-19%	2%	u	-3%	5%	0%
- COc1ccccc1Nc1cc(C(=O)NCc2cccs2)c2ccccc2n1
→ -1%	-18%	-6%	u	1%	u	1%
- Cc1ccc(-n2nc(C)c3c(C)cc(=O)n(CC(=O)NC(C)C)c32)cc1
→ 3%	-2%	7%	-9%	-3%	1%	0%
- COc1cccc(C2CC(=O)N(c3ccc(F)cc3)C3=C2C(=O)OC3)c1OC (centres undefined)
→ 5%	-1%	0%[9.22 µM]	-14%	0%	u	0%
- Cc1cc(C)cc(NC(=O)CCCc2nnc3n(CC(C)C)c(=O)c4sccc4n23)c1
→ 3%	-6%	11%	-12%	-3%	2%	1%
- COc1ccc(Cn2ccc3nc(C)c(C(=O)N4CCN(c5ccc(F)cc5)CC4)cc3c2=O)cc1
→ 0%	u	20%	-14%	-3%	-2%	-1%
- CCCN1CCN(CCNC(=O)Nc2cc(Cl)c(OC)cc2OC)CC1
→ -4%	4%	-2%	-9%	-8%	-15%	-1%
- CCC1CN(C(=O)N2CCC(C(=O)NCc3cccs3)CC2)c2cc(C)ccc2O1 (centres undefined)
→ 1%	-4%	4%	-19%	1%	0%	0%
- COc1ccccc1N1CCN(c2nc3c(S(=O)(=O)c4ccc(C)c(C)c4)nnn3c3ccc(Cl)cc23)CC1
→ 2%	2%	0%	10%	-1%	4%	-2%
- CCOc1cc(C2c3c(-c4ccccc4O)n[nH]c3C(=O)N2CCc2ccccc2)ccc1O (centres undefined)
→ 0%	-3%	52%[activator]	42%[activator]	0%	12%	0%
- COc1ccc(NC(=O)CN2C(=O)CCc3cc(S(=O)(=O)N4CCOCC4)ccc32)c(OC)c1
→ -2%	30%	4%	0%	-9%	-6%	1%
- COC(=O)c1cc2oc3ccccc3c2n1Cc1cc(C)ccc1C
→ 0%	5%	5%	-8%	-3%	-3%	0%
- COc1ccc(C(=O)N(Cc2cc(OC)c(OC)c(OC)c2)c2ccccn2)cc1
→ -5%	-4%	-6%	-9%	2%	u	-4%
- COC(=O)c1cc(OC)c(OC)cc1NC(=O)c1ccc2c(c1)CCN2S(C)(=O)=O
→ 2%	8%	-1%	-9%	0%	1%	-2%
- CCCOc1ccc(C2CC(=O)Nc3c2c(=O)n(C)c(=O)n3C)cc1OC (centres undefined)
→ 1%	-3%	-6%	17%	-7%	15%	1%
- CN(C(=O)CCS(=O)(=O)c1cc2c(cc1Cl)NC(=O)CO2)C1CCCCC1
→ 3%	-4%	-7%	-17%	5%	-2%	0%
- Cc1cc(OC(C)C(=O)Nc2sc3c(c2C(N)=O)CCCC3)ccc1Cl (centres undefined)
→ 8%	-6%	3%	-19%	0%	22%	0%
- CCc1cccc(CC)c1NC(=O)CN1C(=O)C(=O)c2ccccc21
→ 1%	-3%	-4%	u	-2%	9%	-2%
- CCOc1ccccc1CNC(=O)C1CCN(S(=O)(=O)c2ccc3c(ccn3C)c2)CC1
→ 3%	-12%	2%	9%	0%	12%	1%
- CCc1ccc(-c2nn(-c3ccc(OC)cc3)c3c2cnc2ccc(OC)cc23)cc1
→ 7%	u	-18%	-10%	0%	-14%	0%
- CC(C)CN(CC(C)C)c1nnc(NC(=O)Nc2cccc(C(F)(F)F)c2)s1
→ 4%	-21%	-2%	-25%	1%	3%	-2%
- COc1cc(NC(=O)CCN2CCN(c3ccccc3)CC2)cc(OC)c1
→ 0%	x	5%	-8%	-5%	x	0%
- CN(C)c1ccc(C(CNS(=O)(=O)c2ccc(F)cc2F)N2CCOCC2)cc1 (centres undefined)
→ -1%	-4%	0%	6%	-5%	2%	0%
- COc1ccc(-n2nc(C(=O)N(C)c3cc(Cl)ccc3OC)c3c4ccccc4n(C)c3c2=O)cc1
→ 0%	-13%	3%	1%	-4%	8%	0%
- Cc1ccc(C)c(CN2C(=O)c3ccccc3S(=O)(=O)c3ccc(C(=O)N(C)C4CCCCC4)cc32)c1
→ 1%	-17%	-4%	17%	-4%	u	1%
- CSc1ncc(Cl)c(C(=O)N(Cc2ccc(N(C)C)cc2)Cc2ccco2)n1
→ -1%	-13%	17%	28%	-6%	u	-2%
- O=S(=O)(c1ccc(-c2cc(C(F)(F)F)on2)s1)N1CCN(c2ccccc2)CC1
→ -1%	-8%	-1%	-32%	-1%	5%	0%
- O=C(Nc1ccc2oc(-c3cccnc3)nc2c1)c1ccc(-c2cccc(OC(F)(F)F)c2)o1
→ -13%	3%	3%	-16%	1%	-10%	0%
- CCOC(=O)N1CCN(C(=O)CN(c2ccccc2F)S(=O)(=O)c2ccc(C)cc2)CC1
→ 1%	1%	1%	27%	-1%	-1%	0%
- CC(C)C(=O)c1cc2c(cc1NC(=O)c1ccccc1F)OCCO2
→ -1%	u	-10%	32%[activator]	-4%	3%	-1%
- CCCc1nn2c(=O)cc(COC(=O)c3ccc(NC(=O)c4cccs4)cc3)nc2s1
→ -2%	u	2%	1%	-5%	u	-1%
- CCc1ccc(CNC(=O)Cn2nc(C)n3c(cc4cc(C)ccc43)c2=O)cc1
→ -11%	-15%	-1%	-13%	6%	4%	1%
- COc1ccc(-c2cc(C)no2)cc1S(=O)(=O)Nc1c(C)cc(C)cc1C
→ -2%	u	31%[activator]	-1%	-6%	6%	0%
- COc1cc(C2C(=O)N(C3CCCCC3)CC(=O)N2C2CCCCC2)ccc1OC(C)C (centres undefined)
→ 2%	x	0%	12%	-1%	x	2%

# A portion of the library (hit frequency here may not be typical).
